IMP-1 inh: inhibitors of Pseudomonas aeruginosa IMP-1 metallo-beta-lactamase. purified IMP-1, nitrocefin hydrolysis, epi-absorbance fluorescence. inhibition, % at 5.6 µM. 290,000 compounds, 0.45% hits. AID 1556;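 active means inhibition above the mean plus 3 SD of all compounds in the same screening run, cut at about 4.5% in these data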;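 further: 0% = IMP-1 with DMSO and 100% = DMSO wells lacking enzyme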
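System: purified IMP-1; amount: IMP-1 0.2 nM before substrate addition; compound: single dose, 5.6 µM; times: 25 °C, 15 min preincubation, 25 min reaction; signal: Epi-absorbance via hydrolysed-nitrocefin quenching of white-plate fluorescence, 480/530 nm, EDTA stop; benchmarks: DMSO with and without IMP-1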
NS3 helicase inh: inhibitors of Hepatitis C virus NS3 helicase | NS3 helicase DNA unwinding, Cy5 molecular beacon fluorescence | 290,000 compounds, 0.56% hits | AID 1800 | inhibition, % at 10.9 µM;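 active means inhibition above the mean of all tested compounds plus 3 SD, set per campaign, cut at about 35% in these data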;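 further: 0% = DMSO wells and 100% = thioflavine S control wells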
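Measured by: Cy5 fluorescence, 0 and 60 min reads / Assay system: NS3 helicase fragment of HCV / Control set: low DMSO, high thioflavine S at 110 µM / Times: 1 h reaction at 25 °C, ATP-initiated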
VIM-2 inh: blocks Pseudomonas aeruginosa VIM-2 metallo-beta-lactamase; purified VIM-2, nitrocefin hydrolysis, epi-absorbance fluorescence; inhibition, % at 5.6 µM; AID 1527; 290,000 compounds, 0.89% hits;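 active means inhibition above the mean of all tested compounds plus 3 SD, cutoff set per screening run, cut at about 7.5% in these data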;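 further: red hydrolysis product quenches plate fluorescence so inhibitors raise well fluorescence; 0% = enzyme with DMSO and 100% = DMSO without enzyme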
GalR3 antagonist: blocks the human galanin receptor 3; HEK293 GalR3-CNG cAMP membrane potential fluorescence; galR3 body fused to GalR1 C-terminus; inhibition, % at 3 µM; 360,000 compounds, 0.44% hits; AID 651719;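 active means inhibition above the screen-wide average plus 3 SD, cut at about 13% in these data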;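 further: forskolin and galanin both at EC90 stimulate the cells; cAMP rise reported by CNG channel membrane potential dye signal; 0% = forskolin plus galanin with DMSO and 100% = forskolin alone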
V1aR counter: counter-screen for oxytocin receptor agonists: human V1a receptor agonists; P37288; AID 2797; activation, % at 3 µM; CHO-V1R cells, Fluo-8 calcium fluorescence, agonist mode; 0% DMSO, 100% 3 nM vasopressin; 320,000 compounds, 0.25% hits;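 active means activation above the mean activation of all tested compounds plus 3 SD, per screening run, cut at about 20% in these data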;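 further: signal is peak over basal fluorescence ratio across a 100 second FLIPR read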
Target sequence (P37288 whole entry, looked up): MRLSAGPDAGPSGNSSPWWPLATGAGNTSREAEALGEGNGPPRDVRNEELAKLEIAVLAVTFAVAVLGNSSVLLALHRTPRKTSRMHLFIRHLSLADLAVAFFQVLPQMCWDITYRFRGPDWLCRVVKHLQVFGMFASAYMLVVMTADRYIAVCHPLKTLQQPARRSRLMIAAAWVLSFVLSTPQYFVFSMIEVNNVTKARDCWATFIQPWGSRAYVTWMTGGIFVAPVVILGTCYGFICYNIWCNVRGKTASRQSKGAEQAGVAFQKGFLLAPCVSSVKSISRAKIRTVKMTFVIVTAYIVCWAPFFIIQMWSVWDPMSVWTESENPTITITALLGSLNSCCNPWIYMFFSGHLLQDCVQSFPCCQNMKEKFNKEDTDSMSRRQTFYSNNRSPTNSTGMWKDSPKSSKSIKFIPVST
PHOSPHO1 inh: PHOSPHO1 (human) inhibition | inhibition, % at 13.3 µM | Q8TCT1 | recombinant PHOSPHO1, absorbance phosphatase assay | 290,000 compounds, 1.1% hits; in the data active means inhibition above about 60%
Target sequence (Q8TCT1 whole entry, looked up): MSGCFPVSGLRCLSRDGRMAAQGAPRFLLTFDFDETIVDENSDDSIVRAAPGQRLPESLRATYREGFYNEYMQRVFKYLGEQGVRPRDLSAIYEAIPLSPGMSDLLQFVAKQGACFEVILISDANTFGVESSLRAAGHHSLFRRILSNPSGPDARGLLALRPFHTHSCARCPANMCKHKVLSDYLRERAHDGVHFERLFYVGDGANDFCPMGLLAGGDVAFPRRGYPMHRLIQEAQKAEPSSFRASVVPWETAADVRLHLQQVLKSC
GPR7 antagonist: human neuropeptides B/W receptor 1 antagonism; GPR7-expressing cells, fluorescence antagonist assay; inhibition, % at 4.4 µM; P48145; 290,000 compounds, 1.1% hits; AID 1861; in the data active means inhibition above about 16%, passing the limit was not always enough;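 further: cells stimulated with the agonist NPW; 0% = agonist with vehicle and 100% = vehicle without agonist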
Target sequence (P48145 whole entry, looked up): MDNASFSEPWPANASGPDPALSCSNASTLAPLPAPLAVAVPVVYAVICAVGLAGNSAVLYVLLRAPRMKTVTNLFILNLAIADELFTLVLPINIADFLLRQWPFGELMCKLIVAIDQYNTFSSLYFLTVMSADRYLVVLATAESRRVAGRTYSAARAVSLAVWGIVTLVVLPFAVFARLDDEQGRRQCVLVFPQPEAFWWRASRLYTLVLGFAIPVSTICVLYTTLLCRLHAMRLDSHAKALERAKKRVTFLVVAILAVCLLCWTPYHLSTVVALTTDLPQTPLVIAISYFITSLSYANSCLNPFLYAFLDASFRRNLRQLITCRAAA
FID counter: counter-screen for HCV NS3 helicase inhibitors: DNA intercalator displacement; DNA fluorescent intercalator displacement, fluorescence; inhibition, % at 7.9 µM; AID 1845; 290,000 compounds, 0.17% hits; in the data active means inhibition above about 37%;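 further: 0% = vehicle and 100% = reference compound; higher means more ethidium bromide displaced from hairpin DNA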
OXTR agonist: agonists of human oxytocin receptor; P30559; CHO-OTR cells, Fluo-8 calcium fluorescence; normalized: DMSO 0%, oxytocin 100%; activation, % at 3 µM; 320,000 compounds, 0.32% hits;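 active means activation above the mean of all tested compounds plus 3 SD, cutoff set per screening run, cut at about 20% in these data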;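 further: peak over basal fluorescence ratio from a 100 s FLIPR kinetic read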
Active calls of the source: *; · = not tested or not shown.

smiles	IMP-1 inh	NS3 helicase inh	VIM-2 inh	GalR3 antagonist	V1aR counter	PHOSPHO1 inh	GPR7 antagonist	FID counter	OXTR agonist
CC1CCCCN1CC(=O)Nc1sc2c(c1C#N)CCC2 (stereo unspecified)	-0.7	3	-2.4	-1	-0.5	8	9	-3	-2.1
O=C(Nc1ccccc1C(=O)NC(Cc1c[nH]c2ccccc12)C(=O)O)c1ccco1 (stereo unspecified)	-3.9	7	-2.0	3	0.9	7	-1	-35	-0.2
Cc1ccc(Sc2ccc(N)cn2)cc1	-3.5	-3	-0.9	-2	7.7	44	-9	-4	-1.0
CN(Cc1ccccc1)C(=O)COC(=O)CCNC(=O)c1ccccc1Cl	-1.0	3	1.7	-1	8.8	-16	-8	-6	0.1
Cn1cc(/C=C(\C#N)C(=O)Nc2ccccc2O)c2ccccc21	-0.1	-19	-1.6	·	5.1	31	-2	5	4.4
CC(C)c1ccc(C(=O)Nc2nnc(S(=O)(=O)N3CCOCC3)s2)cc1	-1.5	4	-3.6	-8	12	17	-12	-42	11
CCCc1nnc(SCC(=O)N2C(C)CCCC2C)n1CCCOC (stereo unspecified)	-1.4	6	-2.1	-1	0.6	-8	5	-13	1.3
COc1ccc(C2CC(c3ccccc3)=NN2C(=O)COC(=O)c2cccnc2Cl)cc1 (stereo unspecified)	-2.3	-11	-2.6	-2	1.4	6	3	-18	1.4
Cn1c(=O)c2c(SCC(=O)c3ccccc3)nc(C3CC3)nc2n(C)c1=O	-3.0	-3	-4.5	·	-0.5	-5	-17	-1	-0.9
Cc1ccc(CNC(=O)Cc2ccc(-c3ccccc3)cc2)cc1	-0.2	3	1.3	-7	3.9	37	15	2	0.5
Cc1ccc(OCCOc2cccc(Br)c2)c([N+](=O)[O-])n1	-3.2	8	-2.7	-10	1.1	3	7	3	-1.6
O=C1c2cccc3cc([N+](=O)[O-])cc(c23)C(=O)N1CCN1CCCC1	-2.4	18	3.6	-9	·	27	-8	72*	·
COC(CNC(=O)C1CCN(S(=O)(=O)c2ccc3nc4c(c(C(=O)O)c3c2)CC(C)CC4)CC1)OC (stereo unspecified)	2.4	7	0.1	-10	0.3	18	-11	-42	0.1
O=[N+]([O-])c1cccnc1SCc1c(F)cccc1Cl	-1.2	0	-4.0	-8	-0.7	25	-18	3	-3.2
Cc1ccc(S(=O)(=O)N(C)c2ccc(NS(C)(=O)=O)cc2)cc1	-1.9	-6	0.2	1	2.4	-2	8	-6	1.4
COc1ccc(N=Cc2cc(Cl)ccc2O)cc1Cl	-2.2	-2	-1.5	-1	-0.1	-16	-11	0	0.7
CCN(CC)c1nc(N2CCN(CCO)CC2)nc2ccccc12	-4.4	0	0.0	-11	1.0	·	-20	20	-0.7
O=C(N/N=C/C=C/c1ccccc1)c1cnccn1	-5.1	-3	-5.5	-5	0.7	-2	-9	-7	0.3
COc1nc2ccc(C)cc2cc1-c1noc(-c2cccnc2)n1	-3.9	3	-0.7	0	0.9	-7	-15	-3	0.4
Cc1ccc(CSc2nnc(-c3cccc(S(=O)(=O)N4CCOCC4)c3)n2C2CCCC2)cc1	-1.3	-4	-0.5	3	0.4	0	-2	-3	-1.3

(further entries)
smiles	IMP-1 inh	NS3 helicase inh	VIM-2 inh	GalR3 antagonist	V1aR counter	PHOSPHO1 inh	GPR7 antagonist	FID counter	OXTR agonist
O=C(O)CCC(=O)N1CCc2cc(S(=O)(=O)NCc3ccc(Cl)cc3)ccc21	-3.9	-1	-0.1	-7	0.5	37	-8	-37	0.8
CCOC(=O)N1CCC(NS(=O)(=O)c2ccccc2)CC1	0.1	17	-2.9	-2	1.4	29	-7	-12	0.2
CCn1c(NCc2ccc3c(c2)OCO3)nc2ccccc21	-0.5	-6	1.1	-3	1.6	65*	8	-2	1.2
O=C(NCc1ccncc1)c1nc(-c2cccs2)no1	-0.6	-7	-0.8	-5	3.0	-45	-16	-5	1.8
Cc1cc(C)n(-c2nnc(C)c(=O)[nH]2)n1	-3.8	2	-3.5	-5	1.9	21	-7	4	1.1
Cc1ccc(S(=O)(=O)NC(C)(C)CN2CCC(Cc3ccccc3)CC2)cc1	-2.8	-70	-3.2	-1	-0.7	36	-3	34	0.0
CCn1cc(/C=N/NC(=O)c2cc3c(ccc4ccccc43)o2)c2ccccc21	-0.1	5	-1.1	0	0.2	12	5	2	0.1
Cc1csc(SCC(=O)Nc2cc(S(=O)(=O)N3CCOCC3)ccc2N2CCOCC2)n1	-1.9	-1	-1.4	-6	0.1	-119	-5	-27	0.0
COc1ccccc1N/C=C(\C#N)c1nc2ccccc2[nH]1	-5.3	4	-3.6	-4	0.1	16	-9	7	-2.0
COc1ccccc1C1CCN(c2ccc([N+](=O)[O-])c(OC)c2)CC1	-1.4	8	-0.7	-7	1.8	17	-13	0	-2.4
COc1ccc(N(CC(=O)N2CCc3ccccc3C2)S(=O)(=O)c2ccccc2)cc1	-2.0	-6	-3.4	-3	-0.3	44	2	-22	0.1
Cc1ccc2ncnc(Nc3ccccc3)c2c1	-2.0	-7	-0.8	0	-0.1	12	-9	-12	-1.1
CCC(=O)N1c2ccc(S(=O)(=O)N3CCCCC3)cc2CC1C (stereo unspecified)	-5.6	0	-1.1	0	0.5	23	-17	-30	0.9
COc1ccc(-n2c(C)nc3c(cnn3-c3ccccc3)c2=O)cc1	-2.2	5	-2.5	-7	5.2	-6	8	-3	8.9
CC1CCCN(CCCNC(=O)C2CCN(S(=O)(=O)N3CCC4(CC3)OCCO4)CC2)C1 (stereo unspecified)	-3.5	2	-4.7	-8	0.4	12	-6	13	1.1
CCc1cc2c(=O)n(N)c(CCC(=O)O)nc2s1	-2.4	2	0.5	1	-0.1	50	-14	0	-0.2
Cc1c(C(=O)NC(C)C2CC3CCC2C3)cccc1[N+](=O)[O-] (stereo unspecified)	0.7	-2	0.5	-1	4.7	17	0	-17	-0.1
O=C(NCc1cccs1)c1cccc(S(=O)(=O)N2CCCCC2)c1	-1.5	-4	-4.5	-2	0.0	-64	-1	-8	-0.7
CN(C)C(=O)/C(=C/c1cn(-c2ccccc2)nc1-c1cccc([N+](=O)[O-])c1)NC(=O)c1ccccc1	-1.9	2	2.5	0	1.0	-2	2	-1	0.1
CC(=NC1CCN(Cc2ccccc2)CC1)c1c(O)[nH]c(=O)[nH]c1=O	-1.8	-5	-0.1	-3	0.6	-36	-1	1	1.1

More structures.
smiles	IMP-1 inh	NS3 helicase inh	VIM-2 inh	GalR3 antagonist	V1aR counter	PHOSPHO1 inh	GPR7 antagonist	FID counter	OXTR agonist
CCN(CC)C(=O)/C(=C\c1ccc(Br)cc1)NC(=O)c1ccccc1OC	-1.6	-4	5.1	-12	-0.4	18	5	-30	-1.7
COc1ccc(N/N=C(/C(N)=O)C2=NC(C)(C)Cc3ccccc32)cc1	-4.8	-1	-0.6	-5	-1.4	-14	-13	-12	-2.6
CCC1=NC(c2ccc(OC)cc2OC)N(O)C1(C)C (stereo unspecified)	-2.8	-4	-0.1	-4	0.3	-36	-17	4	0.1
COc1cc(CNc2ncnc3c2[nH]c2ccc(C)cc23)cc(OC)c1	-3.3	-30	-2.2	-3	7.1	-11	-9	11	4.0
Nn1c(SCC(=O)Nc2ccc3c(c2)OCO3)nnc1C(F)(F)F	-2.5	0	-3.0	-1	0.5	-5	-6	7	0.1
Cn1c(SCC(=O)c2ccccc2F)nnc1C1CC1	-4.4	8	1.1	-1	-0.1	29	-14	0	0.7
COc1ccc(Nc2nc3c(c(=O)n(C)c(=O)n3C)n2CCO)cc1	-4.5	3	-1.2	-1	-0.4	10	-4	-9	-2.6
Cc1c(NC(=O)c2cccc(NS(C)(=O)=O)c2)c(=O)n(-c2ccccc2)n1C	-18	9	-2.3	-4	1.1	36	-11	-2	-0.2
NC(=O)c1cc(-c2ccncc2)nc2ccc(Cl)cc12	-1.4	1	-2.4	-2	-1.0	37	-14	5	0.3
COc1ccc(OC)c(NC(=O)Nc2nnc(N3CCC(C)CC3)s2)c1	-2.3	1	-1.3	2	0.9	1	-6	-6	0.0
CN(C)S(=O)(=O)c1cc(NC(=O)COC(=O)C2CSC3(C)CCC(=O)N23)ccc1Cl (stereo unspecified)	1.4	10	-2.3	-5	1.6	0	-1	-16	1.4
Nc1ccc(S(=O)(=O)Nc2ccc(S(N)(=O)=O)cc2)cc1	-2.6	-2	-2.8	-8	0.7	28	-6	-1	0.6
COCCN(C(=S)Nc1ccc(C)c(C)c1)C(C)c1ccco1 (stereo unspecified)	-2.8	7	-4.1	-3	1.8	-29	-14	0	-0.8
Cc1ccc2nc3ccc(N4CCCCCCC4)nn3c(=O)c2c1	-1.6	-3	0.6	-5	-0.8	29	4	-4	-2.3
CC(C)c1ccc(/C=N\NC(=O)c2ccc(Cn3cccn3)o2)cc1	-1.4	10	-1.5	-3	1.3	-13	6	-9	-0.2
O=C(N/N=C/c1ccc2c(c1)OCO2)C(O)c1ccccc1 (stereo unspecified)	0.3	-4	-1.2	-6	0.6	1	1	-5	-0.4
COc1cc(C=O)c(-c2c(C=O)cc(OC)c3c2OCO3)c2c1OCO2	-1.4	2	0.1	-10	3.8	19	-11	-9	2.9
CC(=O)N1CCc2cc(S(=O)(=O)CCC(=O)Nc3c(C)n(C)n(-c4ccccc4)c3=O)ccc21	-1.8	2	-2.7	-2	1.0	48	0	-8	0.2
Cc1ccc(C)c2c1N(Cc1ccccc1)C(=O)C21OCCO1	-1.6	9	-0.7	-8	-1.8	44	7	-21	-2.0
CCCNC(=O)NC(=O)CN1C(=O)NC(C)(c2ccc(C)cc2)C1=O (stereo unspecified)	-3.7	2	0.6	2	0.8	-12	0	-15	0.1

Next part
smiles	IMP-1 inh	NS3 helicase inh	VIM-2 inh	GalR3 antagonist	V1aR counter	PHOSPHO1 inh	GPR7 antagonist	FID counter	OXTR agonist
CN1CCCC(OC(=O)CCCC(=O)OC2CCCN(C)C2)C1 (stereo unspecified)	-2.3	2	0.9	1	0.7	-25	-6	2	0.4
O=C(O)CC1c2ccccc2CCN1S(=O)(=O)c1ccc(F)cc1 (stereo unspecified)	-2.9	7	-4.0	-7	-0.2	-19	-13	-18	0.9
COC(=O)c1c(C)[nH]c(/C=N/Nc2ccccc2)c1C	-2.4	-4	-2.0	-1	-0.3	4	-8	-11	-1.2
CC(O)c1n(C)c(Cl)c[n+]1C (stereo unspecified)	1.6	0	-2.2	-2	0.2	79*	-11	-2	-0.1
CCCCc1c(O)nc(SCCN(C)C)n(-c2ccccc2)c1=O	-3.6	2	-3.1	-3	0.4	30	-12	8	0.7
CC(C)(C)c1nnc(NC(=O)c2cc(-c3ccccc3)nc3ccccc23)s1	-0.1	9	-4.2	6	0.7	-35	-12	1	-0.2

Complete entries as entered above.
O=C(O)CC1c2ccccc2CCN1S(=O)(=O)c1ccc(F)cc1 (stereo unspecified) is entered as IMP-1 inh: -2.9; NS3 helicase inh: 7; VIM-2 inh: -4.0; GalR3 antagonist: -7; V1aR counter: -0.2; PHOSPHO1 inh: -19; GPR7 antagonist: -13; FID counter: -18; OXTR agonist: 0.9
CC(O)c1n(C)c(Cl)c[n+]1C (stereo unspecified) is entered as IMP-1 inh: 1.6; NS3 helicase inh: 0; VIM-2 inh: -2.2; GalR3 antagonist: -2; V1aR counter: 0.2; PHOSPHO1 inh: 79*; GPR7 antagonist: -11; FID counter: -2; OXTR agonist: -0.1

Source: PubChem BioAssay
